Screens as filed in PubChem.
SKN-1 inh: inhibitors of C. elegans SKN-1; C. elegans VP596 Pgst-4::GFP/RFP ratio, acrylamide-induced, 24 h; inhibition, % at 21.8 µM; hit rate 0.49% among 360,000;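 active = interference check ratio from 0.5 to 1.5 plus GFP to RFP signal ratio inhibition reaching or exceeding a fixed threshold, cut at about 30% in these data, passing the limit was not always enough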; also: some compounds called inactive have numbers as strong as hits
CendR NRP1 mod: modulators of CendR peptide binding to human neuropilin-1 | hit rate 0.85% among 360,000 | AID 602438 | inhibition, % at 25 µM | O14786 | FAM-RPARPAR peptide binding to NRP-1, fluorescence polarization;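 active = inhibition or corrected inhibition above about 18%, plus a signal ratio from 0.5 to 1.5, limit read from the data, passing the limit was not always enough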; also: strong numbers were not always called active
Target sequence (O14786 whole entry, looked up): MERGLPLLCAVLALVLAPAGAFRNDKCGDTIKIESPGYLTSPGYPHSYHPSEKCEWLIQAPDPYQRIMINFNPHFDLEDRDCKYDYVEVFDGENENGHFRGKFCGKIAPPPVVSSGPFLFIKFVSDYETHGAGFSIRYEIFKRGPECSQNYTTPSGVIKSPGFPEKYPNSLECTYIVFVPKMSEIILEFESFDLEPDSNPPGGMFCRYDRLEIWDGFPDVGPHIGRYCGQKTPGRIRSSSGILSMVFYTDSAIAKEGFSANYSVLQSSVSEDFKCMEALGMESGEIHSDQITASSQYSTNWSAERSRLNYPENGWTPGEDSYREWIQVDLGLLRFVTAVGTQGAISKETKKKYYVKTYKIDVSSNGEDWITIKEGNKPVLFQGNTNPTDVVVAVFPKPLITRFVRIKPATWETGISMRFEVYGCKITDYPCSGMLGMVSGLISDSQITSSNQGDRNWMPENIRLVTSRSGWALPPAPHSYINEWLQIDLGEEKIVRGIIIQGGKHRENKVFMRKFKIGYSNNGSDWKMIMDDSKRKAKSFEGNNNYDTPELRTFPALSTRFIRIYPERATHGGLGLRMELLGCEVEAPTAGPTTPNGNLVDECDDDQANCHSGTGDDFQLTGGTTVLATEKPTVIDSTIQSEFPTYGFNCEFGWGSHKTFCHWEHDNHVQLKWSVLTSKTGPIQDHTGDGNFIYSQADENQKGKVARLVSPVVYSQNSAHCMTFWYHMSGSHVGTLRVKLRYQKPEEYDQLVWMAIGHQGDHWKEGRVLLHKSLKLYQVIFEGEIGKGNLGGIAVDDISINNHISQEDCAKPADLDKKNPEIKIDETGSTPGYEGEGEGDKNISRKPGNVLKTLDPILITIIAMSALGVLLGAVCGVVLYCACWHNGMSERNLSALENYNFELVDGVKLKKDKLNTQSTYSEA
STEP block: STEP (human) phosphatase inhibition; P54829; recombinant STEP, OMFP fluorogenic substrate, fluorescence; inhibition, % at 20 µM; hit rate 0.25% among 360,000; AID 588621;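 active = inhibition at 20 µM, scaled per plate between control wells, above about 37%, limit read from the data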;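 also: 0% = DMSO with enzyme and substrate and 100% = substrate only without enzyme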
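System: STEP phosphatase, cell-free reaction; Buffer or medium: Bis-Tris pH 6.0 buffer with DTT, detergent; Incubation: 20 min at room temperature, dark; Measured by: fluorescence, 480/540 nm.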
Tb MetRS inh: blocks T. brucei methionyl-tRNA synthetase activity; purified T. brucei MetRS, ATP depletion, Kinase-Glo luminescence; inhibition, % at 11.9 µM; hit rate 0.4% among 360,000; AID 624268;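 active = inhibition above a per-plate cutoff of the control wells' mean inhibition plus 3 SD, cut at about 5.5% in these data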;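 also: 0% = DMSO wells median and 100% = median of wells with control inhibitor compound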
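Test system – parasite MetRS enzyme · Reagent – substrates ATP, L-methionine and bulk Escherichia coli tRNA · Doses – 11.9 µM compound single dose, 0.9% DMSO · Times – 15 min enzyme-compound preincubation, 2 h reaction, 10 min detection, 25 °C · Signal – Kinase-Glo luminescence, ATP depletion format · Controls – DMSO-only wells as low control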
Scp1 inh: Scp-1 (human) phosphatase inhibition; AID 493091; hit rate 0.88% among 340,000; inhibition, % at 20 µM; Recombinant Scp1, phosphopeptide, malachite green phosphate absorbance;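 active = inhibition above about 50% at 20 µM, limit read from the data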;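 also: plate controls were DMSO wells with enzyme for no effect and wells lacking enzyme for full effect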
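Test system: SCP-1 phosphatase catalytic domain, residues 76-261; measured by: colorimetric phosphate reagent with accelerator and stabiliser, absorbance at 630 nm; timing: enzyme reaction 45 min at room temperature, colour 5 min, stabilisation 30 min; also added: Phosphorylated 17-residue peptide substrate; compound dosing: one concentration, 20 µM, with 1.0% DMSO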
Neddylation inh: cullin neddylation inhibition | AID 651699 | calls only at 25 µM | TR-FRET cullin neddylation, biochemical | hit rate 0.58% among 360,000; in the data active = inhibition above about 36%
SUMO1-SIM PPI: SUMO1-SIM interaction modulation; SUMO1 binding to a labelled peptide, TR-FRET, 1 h; hit rate 0.33% among 360,000; inhibition, % at 20 µM; in the data active = inhibition above about 37%
LMPTP inh: LMPTP (human) inhibition. inhibition, % at 20 µM. P24666. recombinant LMPTP-A, OMFP fluorogenic substrate, fluorescence intensity. hit rate 0.22% among 360,000;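 active = compounds that cut the enzyme signal by at least half of the control window in the single-dose screen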;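 also: plate controls were DMSO wells with enzyme plus substrate for no effect and substrate without enzyme for full effect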
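Test system: LMPTP-A phosphatase enzyme. Amount: LMPTP-A at 0.625 nM final in the reaction. Reagent: OMFP substrate, 400 µM final. Times: 50 min at room temperature. Signal: endpoint fluorescence intensity from OMFP dephosphorylation. Read-out basis: % inhibition. Benchmarks: no-enzyme and uninhibited controls.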
DNMT1 block: blocks human DNA methyltransferase DNMT1 | DNMT1 molecular beacon, Hinp1I cleavage, fluorescence | inhibition (reported as % activation of signal), % at 10 µM | P26358 | hit rate 0.83% among 360,000; in the data active = inhibition above about 50%
NadD block: blocks S. aureus nicotinate mononucleotide adenylyltransferase | purified NadD enzyme, colorimetric absorbance read-out | inhibition, % at 20 µM | hit rate 0.78% among 360,000 | AID 602399; in the data active = inhibition above about 26%; also: some compounds past the cut are filed as inactive
* hit, by the source's call; i = inactive; · = not tested or not shown. An unsorted share of the library; about 4.6% have a hit in one of these screens.

item | molecule | SKN-1 inh | CendR NRP1 mod | STEP block | Tb MetRS inh | Scp1 inh | Neddylation inh | SUMO1-SIM PPI | LMPTP inh | DNMT1 block | NadD block
1 | CCOC(=O)c1cc2c(c(-c3cccc(-c4cc5ccccc5o4)c3)n1)[C@@H](CCO)N(S(=O)C(C)(C)C)C2 (stereo partly drawn) | 2 | -28 | -2 | -0.5 | · | i | -7 | -0.8 | -30 | 16
2 | N#CCCN(C(=O)COC(=O)CCc1c[nH]c2ccccc12)c1ccccc1 | 23 | 9 | 6 | -0.6 | -1 | i | -16 | -8.8 | -2 | -3
3 | O=C1NC(=O)/C(=C/c2cccc3ccccc23)S1 | -12 | -38 | -5 | -0.3 | 6 | i | -13 | -10 | 1 | -2
4 | COc1ccc(CCN2C(=O)CSC2=S)cc1OC | 13 | -6 | 2 | 0.1 | -15 | i | 3 | 1.3 | -4 | -7
5 | Cc1cccnc1Nc1ncnc(N)c1[N+](=O)[O-] | 5 | 4 | 1 | -0.5 | -7 | i | -18 | -2.9 | 0 | -3
6 | O=C(CN1C(=O)NC2(CCCC2)C1=O)Nc1ccccc1F | -5 | -11 | -1 | -0.6 | -2 | i | -1 | -0.4 | 0 | -1
7 | Cc1ccccc1-n1c(C)nnc1SCC(=O)NCC1CCCO1 (stereo not drawn) | 4 | -4 | 1 | -0.1 | -6 | i | -4 | -0.2 | 0 | -2
8 | Cc1nc(Cl)c2oc3ccccc3c2n1 | -17 | -1 | 5 | -0.6 | -11 | i | -3 | -0.6 | 6 | -3
9 | Cc1nn2c(N3CCCC3)cc(C(C)C)nc2c1-c1ccccc1 | 5 | 10 | 2 | -0.6 | 0 | i | -1 | 4.3 | 2 | -1
10 | C=CCC(CC=C)(NC(=O)c1ccccc1C)c1ccccc1 | 12 | 0 | 0 | -0.6 | -6 | i | -1 | 2.4 | 5 | 0
11 | Cc1cc2ccccc2n1CCNC(=O)c1ccc(Br)o1 | 37* | 12 | 2 | 0.0 | 2 | i | 3 | 3.6 | -6 | 17
12 | COc1ccc(CNC(=O)c2cc(C)nn2-c2ccccc2)cc1 | -5 | -7 | 1 | -0.8 | -16 | i | -2 | -2.5 | -1 | -9
13 | COc1cccc(CNc2nc3cc(-c4ccc(OC)cc4C)sc3c(=O)n2C)c1 | 2 | 25* | 0 | 0.2 | · | i | -10 | 5.9 | -20 | 6
14 | CCOc1cccc(NC(=O)CC#N)c1 | 13 | 0 | -4 | -0.3 | -5 | i | -1 | -1.4 | -3 | -3
15 | CC1CCCC(NC(=O)CNCc2ccccc2F)C1C (stereo not drawn) | -2 | -4 | -3 | -0.4 | -3 | i | 7 | -2.7 | 0 | -12
16 | CCOC(=O)N1CCC(N2Cc3cccc(C(=O)NCc4ccc(C)cc4)c3C2=O)CC1 | 2 | -12 | 1 | -0.3 | 0 | i | 1 | -0.9 | -6 | 10
17 | CNC(=O)NC(=O)C(C)OC(=O)c1ccc(Cl)c(S(=O)(=O)Nc2ccc(F)cc2)c1 (stereo not drawn) | -6 | 2 | -1 | -0.4 | -2 | i | 2 | -1.1 | 6 | -2
18 | Clc1ccc(Cc2nnc(-c3ccccc3Br)o2)cc1 | 30 | -2 | 3 | -0.7 | -12 | i | 5 | 0.2 | -3 | -9
19 | Cc1cc(-n2c(SCC(=O)Nc3ccc(F)c(F)c3)nc3n[nH]c(C)c3c2=N)ccc1Cl | 3 | -3 | 2 | 0.3 | 9 | i | -42 | 0.6 | 5 | 26
20 | O=C(O)c1cn[nH]c1-c1cccc([N+](=O)[O-])c1 | 13 | -13 | 2 | -0.8 | 31 | i | 1 | -1.0 | 14 | -3
21 | COc1ccc(/C=c2\sc3nc(=O)c(C)nn3c2=O)c(OC)c1 | 27 | -24 | -1 | -0.6 | -8 | i | 15 | 2.5 | -1 | 2
22 | Cc1ccc(NC(=O)C2OCCc3ccccc32)cc1C (stereo not drawn) | 4 | -7 | -2 | 0.0 | -10 | i | -2 | -1.1 | 7 | -8
23 | N#Cc1ccc(Sc2nc3ccccc3[nH]2)cc1C#N | -29 | 4 | -2 | 17* | 5 | i | -3 | -0.3 | 0 | 2
24 | CCS(=O)(=O)N1CCN(c2ccc([N+](=O)[O-])c(N3CCOCC3)c2)CC1 | -20 | -3 | -1 | 0.2 | 0 | i | -34 | 0.5 | 1 | -3
25 | Cc1cc(S(=O)(=O)NCCCN2CCOCC2)ccc1Br | 1 | -5 | 1 | -0.5 | -9 | i | 1 | -6.4 | -1 | 6
26 | Cc1cccc(C(=O)Nc2ccccc2SCC2CSc3nc4ccccc4c(=O)n32)c1 (stereo not drawn) | 10 | -10 | -1 | 0.3 | 1 | i | -3 | -1.3 | 0 | 10
27 | O=C(c1ccc2oc(CCCc3ccccc3)nc2c1)N1CCCCC1CO (stereo not drawn) | -2 | 13 | 0 | -0.2 | -5 | i | 0 | -0.4 | 2 | -2
28 | O=C(NC1CC2CCCC(C1)N2C(=S)Nc1ccccc1)C1CC1 (stereo not drawn) | 3 | 2 | 2 | -0.6 | -10 | i | 11 | 1.1 | 0 | 0
29 | Cc1c(Cl)c([N+](=O)[O-])nn1CCCC(=O)NCCc1ccccc1 | -10 | -5 | -1 | -0.1 | -4 | i | -17 | -1.0 | 1 | -6
30 | COC(=O)C1=C(C)NC(=O)C1(Nc1nccs1)C(F)(F)F (stereo not drawn) | 12 | 14 | -1 | -1.1 | -10 | i | -4 | -0.6 | 2 | 2
31 | O=C(Cn1nnc(-c2ccccc2)n1)NCc1ccc2c(c1)OCO2 | 22 | 8 | 1 | 0.2 | -5 | i | -5 | -1.7 | 0 | -2
32 | CNc1cccc(-c2cc(OC)ccc2OC)n1 | 17 | 5 | 0 | -0.1 | · | i | 1 | -1.0 | 0 | 2
33 | CC(C)(C)c1csc(NC(=O)CSC2=NCCS2)n1 | 9 | 19 | -2 | 6.0* | 4 | i | -2 | 0.5 | 3 | -1
34 | COc1ccc(C2=NCCc3cc(OC)c(OC)cc32)cc1 | 9 | -6 | -3 | -0.5 | -4 | i | -9 | 0.5 | -26 | -3
35 | CCOC(=O)C1=CCN(S(=O)(=O)c2ccc(F)cc2)C1c1cccc(C)c1 (stereo not drawn) | -11 | -4 | 0 | -0.3 | · | i | 5 | 1.1 | -2 | -3
36 | CCOC(=O)CCCCC(=O)c1[nH]c(=O)[nH]c1CSc1nc(-c2ccccc2)c(C#N)c(=O)[nH]1 | -9 | -5 | -2 | -2.0 | 7 | i | 0 | -1.6 | 3 | 8
37 | COc1ccc(-c2nnc(SCC(=O)OC3CCCCC3)o2)cc1OC | 9 | -8 | 1 | 0.4 | -18 | i | 1 | 0.2 | -3 | -9
38 | COC(=O)c1cc2ccc(OC)cc2c2cc(OC)c(OC)cc12 | 11 | -9 | 0 | -0.2 | -17 | · | -3 | 3.2 | -8 | -12
39 | CCCc1nnc(SCC(=O)Nc2ccc(OC)cc2)o1 | 4 | 10 | 1 | -1.0 | 1 | i | -3 | 0.4 | 1 | 0
40 | Cc1nc(N)nc(N)c1-c1ccc(Cl)c(Cl)c1 | -6 | -14 | 2 | -0.3 | -5 | i | -3 | 57* | 8 | -4

Exported with values under each structure: part of the list above.
Fields: SKN-1 inh, CendR NRP1 mod, STEP block, Tb MetRS inh, Scp1 inh, Neddylation inh, SUMO1-SIM PPI, LMPTP inh, DNMT1 block, NadD block
#1 CCOC(=O)c1cc2c(c(-c3cccc(-c4cc5ccccc5o4)c3)n1)[C@@H](CCO)N(S(=O)C(C)(C)C)C2 (stereo partly drawn)
→ 2, -28, -2, -0.5, ·, i, -7, -0.8, -30, 16
#2 N#CCCN(C(=O)COC(=O)CCc1c[nH]c2ccccc12)c1ccccc1
→ 23, 9, 6, -0.6, -1, i, -16, -8.8, -2, -3
#3 O=C1NC(=O)/C(=C/c2cccc3ccccc23)S1
→ -12, -38, -5, -0.3, 6, i, -13, -10, 1, -2
#4 COc1ccc(CCN2C(=O)CSC2=S)cc1OC
→ 13, -6, 2, 0.1, -15, i, 3, 1.3, -4, -7
#5 Cc1cccnc1Nc1ncnc(N)c1[N+](=O)[O-]
→ 5, 4, 1, -0.5, -7, i, -18, -2.9, 0, -3
#6 O=C(CN1C(=O)NC2(CCCC2)C1=O)Nc1ccccc1F
→ -5, -11, -1, -0.6, -2, i, -1, -0.4, 0, -1
#7 Cc1ccccc1-n1c(C)nnc1SCC(=O)NCC1CCCO1 (stereo not drawn)
→ 4, -4, 1, -0.1, -6, i, -4, -0.2, 0, -2
#8 Cc1nc(Cl)c2oc3ccccc3c2n1
→ -17, -1, 5, -0.6, -11, i, -3, -0.6, 6, -3
#9 Cc1nn2c(N3CCCC3)cc(C(C)C)nc2c1-c1ccccc1
→ 5, 10, 2, -0.6, 0, i, -1, 4.3, 2, -1
#10 C=CCC(CC=C)(NC(=O)c1ccccc1C)c1ccccc1
→ 12, 0, 0, -0.6, -6, i, -1, 2.4, 5, 0
#11 Cc1cc2ccccc2n1CCNC(=O)c1ccc(Br)o1
→ 37*, 12, 2, 0.0, 2, i, 3, 3.6, -6, 17
#12 COc1ccc(CNC(=O)c2cc(C)nn2-c2ccccc2)cc1
→ -5, -7, 1, -0.8, -16, i, -2, -2.5, -1, -9
#13 COc1cccc(CNc2nc3cc(-c4ccc(OC)cc4C)sc3c(=O)n2C)c1
→ 2, 25*, 0, 0.2, ·, i, -10, 5.9, -20, 6
